Bioassay records deposited in PubChem BioAssay by several laboratories.
UBC9 SUMO inh: inhibitors of in vitro SUMOylation cascade, primary screen, biochemical, HTRF, uHTS; HTRF SUMOylation assay, SAE1/SAE2 + UBC9; inhibition, % at 35 µM; 290,000 compounds, 0.36% hits; AID 2006, 2009; in the data active = inhibition above about 50%, passing the limit was not always enough; note: strong numbers were not always called active
IDE act: human IDE activators in live cells, primary screen, fluorescence polarization, HEK cells, FAbeta-B substrate | Insulin-degrading enzyme (Homo sapiens), P14735 | FAbeta-B cleavage; 0% vehicle, 100% cell-free pure enzyme wells | activation, % at 5.96 µM | 340,000 compounds, 0.073% hits;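 active = activation above the mean of all tested compounds plus 3 SD, set per screening campaign, cut at about 17% in these data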
Target sequence (P14735 whole entry, looked up): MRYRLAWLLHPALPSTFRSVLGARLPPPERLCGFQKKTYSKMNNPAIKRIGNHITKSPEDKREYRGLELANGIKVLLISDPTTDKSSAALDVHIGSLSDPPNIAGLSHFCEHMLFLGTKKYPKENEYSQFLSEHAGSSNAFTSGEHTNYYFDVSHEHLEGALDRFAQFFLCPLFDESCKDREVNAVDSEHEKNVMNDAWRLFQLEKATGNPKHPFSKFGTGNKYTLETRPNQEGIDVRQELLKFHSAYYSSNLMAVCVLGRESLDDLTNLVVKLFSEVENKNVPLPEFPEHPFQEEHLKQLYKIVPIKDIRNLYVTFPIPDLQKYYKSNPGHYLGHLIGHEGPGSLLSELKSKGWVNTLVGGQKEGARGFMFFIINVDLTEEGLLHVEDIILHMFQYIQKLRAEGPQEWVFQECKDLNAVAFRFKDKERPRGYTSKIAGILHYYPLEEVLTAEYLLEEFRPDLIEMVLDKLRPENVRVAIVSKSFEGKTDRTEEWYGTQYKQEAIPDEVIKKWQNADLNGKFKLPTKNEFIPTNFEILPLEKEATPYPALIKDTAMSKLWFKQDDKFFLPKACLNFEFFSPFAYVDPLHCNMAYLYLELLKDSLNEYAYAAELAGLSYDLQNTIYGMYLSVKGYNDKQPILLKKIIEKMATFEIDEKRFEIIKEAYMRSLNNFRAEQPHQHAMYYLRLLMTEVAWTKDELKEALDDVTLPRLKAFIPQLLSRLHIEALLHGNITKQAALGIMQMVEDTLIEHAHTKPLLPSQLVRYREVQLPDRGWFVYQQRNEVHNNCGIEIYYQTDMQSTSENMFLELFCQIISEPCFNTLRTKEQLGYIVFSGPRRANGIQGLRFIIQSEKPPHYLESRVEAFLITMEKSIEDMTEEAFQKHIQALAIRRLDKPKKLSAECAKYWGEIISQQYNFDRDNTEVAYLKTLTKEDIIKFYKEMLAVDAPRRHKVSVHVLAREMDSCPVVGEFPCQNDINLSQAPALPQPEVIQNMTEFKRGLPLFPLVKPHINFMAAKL
M18AAP inhibitor: PfM18AAP inhibitors, malaria aminopeptidase, primary screen, biochemical, QFRET, recombinant enzyme | M18 aspartyl aminopeptidase (Plasmodium falciparum 3D7) | H-Glu-NHMec fluorogenic cleavage | inhibition, % at 7.35 µM | 290,000 compounds, 1.2% hits | AID 1822, 2009;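 active = inhibition above the campaign mean inhibition over all tested compounds plus 3 SD, cut at about 28% in these data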;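 note: 0% = plate median of test compound wells and 100% = 2 mM ZnCl2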
FID counter: compounds displacing fluorescent DNA intercalator, primary screen, artefact control for HCV NS3 helicase inhibitor project, biochemical, FID fluorescence. DNA fluorescent intercalator displacement. inhibition, % at 7.9 µM. 290,000 compounds, 0.17% hits; in the data active = inhibition above about 37%;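 note: 0% = vehicle and 100% = reference compound; higher means more ethidium bromide displaced from hairpin DNA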
IDE cell inh: human IDE inhibitors in live cells, primary screen, fluorescence polarization, HEK cells, FAbetaB substrate | Insulin-degrading enzyme (Homo sapiens), P14735 | AID 434962, 2010 | 320,000 compounds, 0.41% hits | inhibition, % at 5.59 µM | FAbetaB cleavage;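 active = percent inhibition above the average of all tested compounds plus 3 SD, set per screening campaign, cut at about 16% in these data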;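 note: IDE supplied by intact live HEK cells; FP after avidin binding of uncleaved biotin substrate so inhibition keeps polarization high; 0% = DMSO wells and 100% = 60 µM reference IDE inhibitor Ii1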
HCV NS3 hel inh: inhibitors of HCV NS3 helicase, primary screen, biochemical, Cy5 molecular beacon fluorescence. 290,000 compounds, 0.56% hits. inhibition, % at 10.9 µM. NS3 helicase DNA unwinding. AID 1800, 2009;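 active = inhibition above the mean of all tested compounds plus 3 SD, set per campaign, cut at about 35% in these data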;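 note: 0% = DMSO wells and 100% = thioflavine S control wells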
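Compound dosing – single dose, 10.9 µM nominal final, DMSO 0.8% final · System – NS3 helicase fragment of HCV · Buffer or medium – MOPS pH 6.5, MgCl2, DTT, Tween20, BSA · Signal – Cy5 beacon fluorescence read at start and 1 h · Also added – annealed dual-labelled DNA beacon duplex, ATP-started · Schedule – 1 h at 25 °C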
VIM-2 inhibitor: VIM-2 metallo-beta-lactamase inhibitors, primary screen, biochemical, epi-absorbance readout, Pseudomonas aeruginosa enzyme; 290,000 compounds, 0.89% hits; inhibition, % at 5.6 µM; purified VIM-2, nitrocefin hydrolysis, epi-absorbance fluorescence;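 active = inhibition above the mean of all tested compounds plus 3 SD, cutoff set per screening run, cut at about 7.5% in these data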;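 note: red hydrolysis product quenches plate fluorescence so inhibitors raise well fluorescence; 0% = enzyme with DMSO and 100% = DMSO without enzyme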
pCIP destab: p/CIP-EGFP fusion destabilizers, primary screen, fluorescence, F442A cells; Q05BA5; AID 1984, 2009; 290,000 compounds, 0.01% hits; decrease of EGFP signal, % at 10 µM; 16 h;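 active = EGFP signal decrease of at least 30% at 10 µM or well 3 SD below plate mean, unless failing retest; inactive = the rest, including hits failing retest or dose response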; note: some compounds called inactive have numbers as strong as hits; many of its hits are not listed in these tables
IMP-1 inh: IMP-1 metallo-beta-lactamase inhibitors, primary screen, biochemical, epi-absorbance readout, Pseudomonas aeruginosa enzyme | metallo-beta-lactamase IMP-1 (Pseudomonas aeruginosa) | purified IMP-1, nitrocefin hydrolysis, epi-absorbance fluorescence | inhibition, % at 5.6 µM | 290,000 compounds, 0.45% hits | AID 1556, 2009;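 active = inhibition above the mean plus 3 SD of all compounds in the same screening run, cut at about 4.5% in these data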;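 note: 0% = IMP-1 with DMSO and 100% = DMSO wells lacking enzyme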
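System: purified IMP-1 / Input: IMP-1 dispensed at 0.2 nM / Medium: 50 mM HEPES pH 7.1, 50 µM ZnSO4, 0.05% Brij 35 / Timing: 15 min enzyme–compound preincubation, then 25 min nitrocefin reaction, 25 °C / Technique: plate fluorescence quenching by hydrolysis product, ex 480/em 530 nm / Repeats: singlicate testing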
* hit, by the source's call; . = not tested or not shown.

SMILES | UBC9 SUMO inh | IDE act | M18AAP inhibitor | FID counter | IDE cell inh | HCV NS3 hel inh | VIM-2 inhibitor | pCIP destab | IMP-1 inh
O=S(=O)(c1cccs1)N1CCN(S(=O)(=O)c2cccs2)CC1 | 18 | -3 | -2 | 1 | -2 | 6 | -3.2 | -7 | -3.9
COc1ccc(C(=O)CSc2nnc(CNC(=O)c3ccc(S(=O)(=O)N(C)C)cc3)o2)cc1 | 8 | 6 | 3 | -25 | 4 | -2 | -1.3 | 9 | -1.7
NCc1cc2c3c(c1)CCCN3CCC2 | 31 | 1 | 5 | 31 | -2 | -10 | 9.0* | -5 | -2.1
O=C(Nc1ccc(F)cc1F)c1c(C(F)(F)F)ccnc1Oc1ccc(Cl)cc1 | 21 | 4 | -11 | -7 | -2 | -13 | 0.6 | -8 | -0.3
COc1ccc(CN2CCNC(=O)C2CC(=O)NCCc2cnccn2)cc1C (configuration not stated) | 10 | 2 | 7 | -4 | . | -7 | -1.4 | 6 | 0.5
O=C(CSc1nnc(SCC(=O)c2ccco2)s1)c1ccco1 | -7 | -1 | 17 | -7 | -1 | 21 | -1.3 | 6 | 0.4
O=C(c1cccc2ccccc12)N1CCN(c2ccccc2F)CC1 | 15 | -2 | -3 | -40 | -3 | -3 | -4.0 | 5 | -2.9
O=[N+]([O-])c1ccc(-c2ccn[nH]2)o1 | 21 | 4 | 40* | 0 | 6 | 8 | -1.1 | -8 | 0.0
O=C(O)c1ccccc1C(=O)Nc1nc(-c2ccc3ccccc3c2)cs1 | 14 | 7 | -13 | -37 | -3 | -3 | 0.9 | -6 | -0.2
CC1CC(C)CN(C(=O)COC(=O)Cc2ccc(Cl)cc2)C1 (configuration not stated) | -7 | 3 | -2 | -27 | 1 | 2 | 3.0 | -1 | -0.1

Fetched by compound from above, 3 records:
SMILES | UBC9 SUMO inh | IDE act | M18AAP inhibitor | FID counter | IDE cell inh | HCV NS3 hel inh | VIM-2 inhibitor | pCIP destab | IMP-1 inh
COc1ccc(C(=O)CSc2nnc(CNC(=O)c3ccc(S(=O)(=O)N(C)C)cc3)o2)cc1 | 8 | 6 | 3 | -25 | 4 | -2 | -1.3 | 9 | -1.7
CC1CC(C)CN(C(=O)COC(=O)Cc2ccc(Cl)cc2)C1 (configuration not stated) | -7 | 3 | -2 | -27 | 1 | 2 | 3.0 | -1 | -0.1
O=C(Nc1ccc(F)cc1F)c1c(C(F)(F)F)ccnc1Oc1ccc(Cl)cc1 | 21 | 4 | -11 | -7 | -2 | -13 | 0.6 | -8 | -0.3

Further records:
SMILES | UBC9 SUMO inh | IDE act | M18AAP inhibitor | FID counter | IDE cell inh | HCV NS3 hel inh | VIM-2 inhibitor | pCIP destab | IMP-1 inh
Cc1c(/C=C/C(=O)c2cccs2)cnn1C | -19 | 0 | 9 | -7 | 2 | 7 | -2.5 | 3 | -4.3
O=S(=O)(c1ccccc1)N1CCC(O)(CSc2ccccc2)CC1 | -9 | 9 | -2 | -11 | 6 | -3 | -0.1 | 14 | -1.7
COc1cc(C(CC(=O)N2CCOCC2)c2c(OC)cc(OC)c3ccc(=O)oc23)cc(OC)c1OC (configuration not stated) | 17 | 2 | . | . | 4 | . | . | -11 | .
CCOC(=O)c1c(O)c2c(n(Cc3ccco3)c1=O)CCCC2 | 17 | 5 | -8 | -15 | 1 | 14 | -0.4 | -32 | -1.5
O=C1NCCN1c1ccc(CN2CCN(C3CCCCC3)C(CCO)C2)cc1 (configuration not stated) | 18 | 3 | -5 | 8 | 7 | 6 | 1.6 | -4 | 0.0
CCN(CCNC(=O)c1ccc(CSc2nc3ccncc3[nH]2)cc1)c1ccccc1 | -11 | 5 | 7 | 2 | 1 | -16 | -3.6 | -9 | -5.2
CCOC(=O)C1(CCc2ccccc2)CCN(Cc2c(O)cccc2OC)CC1 | -13 | -1 | -2 | 12 | 10 | -49 | -5.2 | -4 | -0.5
COc1ccc(C(=O)NC(=S)Nc2cccc(S(=O)(=O)N3CCOCC3)c2)cc1 | -4 | 3 | 4 | -18 | 2 | -10 | -3.3 | -6 | -4.0
COC(=O)c1cnn2c(C(F)(F)F)cc(-c3ccc(F)cc3)nc12 | 27 | 1 | 1 | -5 | 1 | -4 | -0.7 | -51 | -2.3
Cn1c(=O)[nH]c(=O)c2c1nc1n2CCCN1CCc1ccccc1 | -9 | 4 | -6 | -8 | 6 | 7 | -0.7 | 3 | -1.1
CC1COc2ccccc2N1C(=O)c1ccccc1Cl (configuration not stated) | 8 | 4 | -4 | -27 | 4 | 11 | -1.3 | -15 | -2.2
CCOc1ccc(CN2CCNC(=O)C2CC(=O)NCCCOc2cccnc2)cc1 (configuration not stated) | 1 | 2 | -2 | -23 | 5 | -25 | -1.1 | -4 | -1.5
Oc1ccc(-c2nc3ccccc3nc2-c2ccccc2)cc1 | 2 | 1 | 2 | -17 | 8 | -2 | -1.8 | -6 | -4.2
O=C(CCN1C(=O)c2ccc([N+](=O)[O-])cc2C1=O)Nc1ccc(O)cc1C(=O)O | 2 | 5 | 6 | 4 | 1 | -2 | -0.2 | 13 | -0.6
O=C(O)c1ccccc1N=Nc1c(O)[nH]c2ccc([N+](=O)[O-])cc12 | 24 | 4 | 1 | 18 | -4 | 14 | -0.8 | -10 | 4.0
C/C=C/COC(=O)c1[nH]c2c(c1C)C(=O)CC(c1ccco1)C2 (configuration not stated) | 27 | 1 | -1 | -16 | 1 | 30 | -4.0 | -14 | -4.3
Cc1ccc2cc(/C=N/NC(=O)[C@H](C)NC(=O)OC(C)(C)C)c(Cl)nc2c1 | -18 | -3 | 13 | -7 | 3 | 2 | -2.8 | 6 | -1.1
CCN(c1ccc(OC)cc1)S(=O)(=O)c1nnc(NC(=O)C2CCCCC2)s1 | . | 5 | 1 | -16 | -2 | -4 | -0.2 | -12 | -1.0
Cc1ccccc1OCC(=O)N(Cc1cccc(F)c1)C1CCS(=O)(=O)C1 (configuration not stated) | -12 | 5 | -7 | -48 | 6 | -1 | -8.1 | 14 | -3.2
COc1ccc(/C=C/C(=O)Nc2cccnc2)cc1OC | 7 | 5 | -4 | -8 | 1 | 4 | -1.4 | 8 | -2.2
CC(=O)Nc1ccc(NC(=O)CSc2nnc(NC(=O)c3ccc(Br)o3)s2)cc1 | 20 | 5 | 4 | -4 | 1 | 9 | -2.8 | -4 | -5.1
CN1CCN(C(=O)c2ccc(-c3cccs3)s2)CC1 | 5 | . | -16 | 2 | 4 | -14 | -1.2 | -5 | -1.3
O=CN1CCN(C(=O)c2cc3cc(Cl)ccc3[nH]2)CC1 | 12 | 3 | 5 | -2 | 2 | 9 | 0.0 | -10 | -3.5
CC(C)(C)CC(=O)Nc1nnc(SCC(=O)NC2CCCC2)s1 | -2 | 0 | 4 | -21 | 5 | 32 | -0.5 | -3 | 1.4
O=C(NC1CCCC1)C1CCN(C(=O)Nc2cccc(Cl)c2)CC1 | -7 | 7 | -1 | -14 | 1 | -4 | -4.6 | 3 | -3.7
Cc1nnc(SCC(=O)Nc2ccc3c(c2)OCO3)s1 | -9 | 1 | 2 | -4 | . | 13 | -0.5 | 1 | -0.7
O=C(O)c1cc(NCc2ccccc2C(F)(F)F)ccc1N1CCOCC1 | -1 | 1 | 13 | -12 | -4 | 1 | 1.3 | 1 | -4.2
CCN(CC)CCSc1nc2ccc(OC)cc2[nH]1 | 22 | 2 | -14 | 7 | 6 | -4 | -0.1 | -5 | -1.3
CCc1ccc(C(=O)COC(=O)CNC(=O)c2ccco2)cc1 | 2 | 5 | -9 | -7 | 3 | -2 | -0.6 | -15 | -0.2
COc1cccc(CNC(=O)C2CCN(S(=O)(=O)c3cccs3)CC2)c1 | 12 | 6 | -3 | -8 | 1 | -13 | -1.9 | -12 | -1.7
CCOc1ccc(OCC)c(S(=O)(=O)NCc2ccccn2)c1 | 22 | 2 | 0 | -5 | 5 | -7 | -0.3 | -4 | -0.9
COc1ccc(OCC(O)CN2CCN(c3ncccn3)CC2)cc1 (configuration not stated) | -4 | -1 | -12 | -5 | 1 | -5 | -1.0 | -1 | -1.5
COc1ccc(-n2nnc3c(=O)n(CC(=O)N4CCCC4)cnc32)cc1 | 11 | 1 | 0 | 2 | 0 | 2 | -0.3 | -3 | -2.5
C/C(=N\NC(=S)NCc1ccccc1)c1ccc(C)o1 | 31 | -2 | 4 | -3 | 2 | 0 | -5.0 | -12 | -2.5
CCCCCn1c(C)c2c(OCC)cccc(=O)c2c1C | 10 | 2 | -7 | -29 | -2 | 54* | 0.9 | -25 | -2.7
CCOC(=O)c1ccc(NC2=CC(=O)C(=O)c3ccccc32)cc1 | 27 | 2 | 0 | -7 | -1 | 26 | -1.2 | -4 | -1.3
COc1ccc(CNC(=O)C2CSC(=O)C2)cc1 (configuration not stated) | 2 | 2 | -7 | -7 | -2 | 2 | -4.2 | -6 | -2.6
Cc1cc(N2CCOCC2)nc(-c2ccc(Br)cc2)n1 | 5 | 5 | -2 | -7 | 1 | 3 | -1.2 | -10 | -3.8
Cc1ccc(Cl)cc1NC(=O)COc1ccccc1 | 3 | 0 | 0 | -13 | -3 | -5 | -1.0 | -5 | 0.5
CC(C)/C=N/NC(=O)c1cccc(N2CCCC2=O)c1 | -14 | -4 | -3 | -7 | 5 | 12 | -3.2 | -2 | -3.2
CN(C)c1ccc(NC(=O)Cn2c(=O)n(Cc3ccccc3)c(=O)c3ccccc32)cc1 | 32 | 0 | 10 | 6 | 3 | -2 | -4.2 | -10 | -2.6
Cn1c(COc2ccccc2)nnc1SCCSc1nnc(COc2ccccc2)n1C | 1 | -5 | -3 | -45 | 1 | -19 | -4.0 | -27 | -3.5
COc1cc(/C=N/N(c2ccccc2)c2ccccc2)ccc1O | 7 | 7 | 13 | -5 | -8 | -5 | -1.5 | -1 | -1.4
CC(C)Cn1c(N)c(C=O)c(=O)n(C)c1=O | 18 | 3 | 3 | 1 | 1 | -1 | -5.6 | -2 | -3.2
O=C1c2cccc3cc([N+](=O)[O-])cc(c23)C(=O)N1CC1CCCO1 (configuration not stated) | 18 | 4 | 1 | 1 | 7 | -7 | 0.1 | -16 | -4.0
O=C1CN(C(=O)c2ccco2)C(c2ccccc2)c2cc(Cl)ccc2N1 (configuration not stated) | -18 | -1 | -6 | -21 | -1 | -1 | -0.2 | -13 | -4.0
CCc1c(C)nc(SCC(=O)NC2CCCC2)[nH]c1=O | 1 | -2 | -7 | 0 | 2 | -3 | 0.6 | -4 | -0.9
CCn1c(=O)c(C(=O)NNC(=O)c2ccccc2F)c(O)c2ccccc21 | 0 | 6 | 11 | -21 | 0 | 8 | -3.2 | -13 | -2.1
